Assay outcomes deposited in PubChem BioAssay by several laboratories.
Ecoli tolC – growth inhibitors of E. coli tolC mutant, primary screen, strain BW25113 ΔtolC::kan, 384-well; AID 573, 2007; growth inhibition, % at 10 µM (by protocol); hit rate 2.2% among 65,000; OD615;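 active = growth inhibition at or above a cutoff equal to the mean over every tested compound plus 3 SD, cut at about 60% in these data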;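 note: growth measured after 20 h incubation at 37 °C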
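Test system: E. coli BW25113 ΔtolC::kan bacteria; incubation: 37 °C, 20 h exposure; medium: LB broth supplemented with 50 µg/mL kanamycin; read-out basis: percent growth inhibition; signal: A615 absorbance measurement; compound: 10 µM final, single dose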
MMP-13 inhibitor – human MMP13 inhibitors, primary screen, biochemical, FRET peptide cleavage. MMP-13 fTHP FRET cleavage, Mca fluorescence. inhibition, % at 4 µM. hit rate 0.07% among 65,000;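 active = inhibition above the mean of compound-free control plate wells plus 3 SD, cut at about 14% in these data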;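 note: 0% = DMSO wells and 100% = wells with reference MMP-13 inhibitor after basal subtraction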
RORa activator – activators of orphan receptor RORA, primary screen, cell-based, luminescence; hit rate 1.5% among 65,000; AID 560, 2006; activation, % at 10 µM; CHO-K1 Gal4-RORA LBD luciferase reporter; percent increase over mock-subtracted basal signal;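 active = activation above the mean of all tested compounds plus 3 SD, cut at about 49% in these data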;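 note: 0% = DMSO-treated RORA cells and 100% = added signal equal to DMSO minus mock-transfected cells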
Target sequence (P35398 whole entry, looked up, the tested form may be a part): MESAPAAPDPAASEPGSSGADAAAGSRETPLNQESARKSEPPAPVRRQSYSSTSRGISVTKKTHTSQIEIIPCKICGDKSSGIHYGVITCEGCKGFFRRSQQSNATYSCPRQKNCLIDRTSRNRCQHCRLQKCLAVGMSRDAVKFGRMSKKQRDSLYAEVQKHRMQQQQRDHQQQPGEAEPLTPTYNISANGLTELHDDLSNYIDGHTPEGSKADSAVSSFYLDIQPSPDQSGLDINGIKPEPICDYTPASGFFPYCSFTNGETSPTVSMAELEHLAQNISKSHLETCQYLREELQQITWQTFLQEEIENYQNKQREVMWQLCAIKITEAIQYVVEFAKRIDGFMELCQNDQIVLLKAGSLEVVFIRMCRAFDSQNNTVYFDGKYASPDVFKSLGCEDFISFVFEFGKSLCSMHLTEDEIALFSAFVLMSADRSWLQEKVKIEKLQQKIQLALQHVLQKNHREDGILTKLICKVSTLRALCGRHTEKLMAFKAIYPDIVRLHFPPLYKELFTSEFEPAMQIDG
SF-1 act – activators of human SF-1, primary screen, cell-based, CHO-K1, Gal4-SF-1 LBD, luciferase luminescence; CHO-K1 Gal4-SF-1 LBD luciferase reporter; % increase over DMSO SF-1-specific signal; Steroidogenic factor 1 (Homo sapiens), Q13285; hit rate 1.9% among 65,000; activation, % at 10 µM; AID 522, 2006;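 active = activation above the mean activation of all tested compounds plus 3 SD, cut at about 50% in these data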
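Test system: CHO-K1 cells co-transfected with Gal4 DBD–human SF-1 LBD, 5xGal4 luciferase reporter. Quantity: 4,000 cells per well. Compound: 10 µM only. Incubation: compound added 1 h post-seeding, 20 h exposure at 37 °C, 5% CO2. Detection: SteadyLite luciferase luminescence. Replication: one test per compound.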
NADH enzymes – inhibitors of PK/LDH coupling enzymes, profiling panel, artefact control, biochemical, MLSMR library. IC50, µM (titrated, usually from 10 µM), for the others: at the top dose inhibition. hit rate 0.02% among 65,000. coupled PK/LDH NADH assays, four targets. AID 774, 2007;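 active = single-dose screening hits from any of four coupled enzyme assays that gave an IC50 when retested across doses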;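 note: the DPM-DC format reads NADH fluorescence rather than 340 nm absorbance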
5HT1E antag – 5-HT1E receptor antagonists, primary screen, cell-based, HTS; 5-hydroxytryptamine receptor 1E (Homo sapiens), P28566; CHO 5-HT1E Ga15 NFAT-bla reporter, FRET, antagonist; inhibition, % at 6 µM; hit rate 0.99% among 65,000; AID 571, 2007;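 active = inhibition above a set limit, the mean inhibition across every tested compound plus 3 SD, cut at about 29% in these data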;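 note: signal is the 460 over 535 nm emission ratio of beta-lactamase substrate; 0% = agonist plus DMSO wells and 100% = wells without agonist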
Target sequence (P28566 whole entry, looked up): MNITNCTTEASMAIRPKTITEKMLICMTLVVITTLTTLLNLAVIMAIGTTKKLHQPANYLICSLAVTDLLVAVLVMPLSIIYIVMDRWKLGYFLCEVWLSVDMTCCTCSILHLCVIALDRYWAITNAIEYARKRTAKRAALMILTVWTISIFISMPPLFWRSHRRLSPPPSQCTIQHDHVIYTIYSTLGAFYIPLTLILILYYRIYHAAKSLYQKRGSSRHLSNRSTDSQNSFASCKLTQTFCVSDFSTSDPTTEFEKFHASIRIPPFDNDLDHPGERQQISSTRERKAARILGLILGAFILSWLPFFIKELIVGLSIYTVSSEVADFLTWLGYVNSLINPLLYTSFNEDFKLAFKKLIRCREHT
5HT1a antag – human 5-HT1a receptor antagonists, primary screen, cell-based, CHO, Ga15 NFAT-bla reporter. 5-hydroxytryptamine receptor 1A (Homo sapiens), P08908. CHO 5-HT1a Ga15 NFAT-bla reporter, antagonist mode. inhibition, % at 10 µM. hit rate 0.68% among 62,000;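 active = inhibition above the mean of all tested compounds plus 3 SD, cut at about 43% in these data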;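 note: receptor stimulated by 5-CT agonist at 100 nM near EC80; beta-lactamase reporter measured by ratiometric fluorescence of a cleavable substrate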
HTR1E agonist – 5-HT1E receptor agonists, primary screen, cell-based, HTS; activation, % at 6 µM; hit rate 0.69% among 65,000; CHO 5-HT1E Ga15 NFAT-bla reporter, FRET; 0% DMSO wells, 100% control agonist wells;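 active = activation above a set limit, the screen-wide mean activation plus 3 SD, cut at about 8.5% in these data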;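 note: 100% = positive control agonist at 1 µM giving full maximal response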
HTR1A agonist – human 5-HT1a receptor agonists, primary screen, cell-based, CHO, Ga15 NFAT-bla reporter; 5-hydroxytryptamine receptor 1A (Homo sapiens), P08908; CHO 5-HT1a Ga15 NFAT-bla reporter, FRET ratio; 0% basal, 100% maximal reference agonist; activation, % at 10 µM; hit rate 0.56% among 65,000; AID 567, 2006;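 active = activation above the screen-wide mean activation plus 3 SD, cut at about 19% in these data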;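 note: 0% = DMSO wells and 100% = 5-CT at EC100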
The depositor's hits bear a star; nt = not tested or not shown; [ ] = dose if it differs, or a comment.

Under each structure – SF-1 act	5HT1a antag	HTR1A agonist	MMP-13 inhibitor	RORa activator	HTR1E agonist	5HT1E antag	Ecoli tolC	NADH enzymes
COc1ccc(C2C(C(=O)N3CCN(c4ccccc4)CC3)c3ccccc3C(=O)N2C)cc1 (centres undefined)
→ -10	12	0.6	8	-14	-0.3	5	5	6%
COc1ccccc1NS(=O)(=O)c1ccc(NC(C)=O)cc1
→ 5	-19	-0.6	-1	11	0.8	1	-23	4%
CC(=O)[C@@]1(O)CC[C@H]2[C@@H]3C[C@H](C)C4=CC(=O)C=C[C@]4(C)[C@@]3(F)[C@@H](O)C[C@@]21C
→ -8	nt	0.7	6	2	0.8	0	12	5%
N=c1c(C(=O)NCc2ccco2)cc2c(=O)n3ccccc3nc2n1CCc1ccccc1
→ -8	3	9.8	-180[fluorescence artefact?]	-18	4.1	-20	8	5%[fluoresces]
CN1CCN(S(=O)(=O)c2ccc(NC(=O)c3ccc(Br)s3)cc2)CC1
→ 17	-1	-3.1	4	3	0.6	7	17	4%
CCc1nnc(NC(=O)c2ccc(OC)cc2OC)s1
→ -3	3	-3.7	2	-2	-1.7	5	3	7%
CCOC(=O)c1cnc2c(Cl)cc(Cl)cc2c1NCCOCCO
→ -8	-2	1.8	9	3	0.1	0	5	5%
CN(C)S(=O)(=O)c1ccc(C(=O)Nc2ccccc2OC(F)(F)C(F)F)cc1
→ -2	7	0.1	1	-8	-0.2	4	4	1%
CC1(C)CC(=O)C(CC2=C(O)CC(C)(C)CC2=O)=C(O)C1
→ 4	11	-3.2	3	1	-0.9	6	0	3%
Cc1cc(C)c2c(n1)nn1c(C)c(CCC(=O)NCc3ccco3)c(C)nc21
→ -2	2	2.5	-67[fluorescence artefact?]	12	0.7	2	-7	10%[fluoresces]
O=C(c1cc(S(=O)(=O)N2CCCCC2)ccc1F)N1CCCCC1
→ 2	2	-1.6	-16	-2	0.6	-12	-6	1%
CCCn1c(=N)n(CC(O)c2ccco2)c2ccccc21 (centres undefined)
→ 0	13	-2.9	4	-4	-0.6	5	-7	14%
Cc1csc(N(C)C(=O)CSc2nnc(COc3cccc4ccccc34)o2)n1
→ -46	-4	-1.4	1	-41	-0.8	5	15	4%
COC(=O)c1sc2nc3c(cc2c1N)C(=O)CC(C)(C)C3
→ 11	-16	-1.1	-4	-11	0.9	-15	-10	3%
CCOC(=O)N1CCC(c2cc(=O)n3[nH]c(C)c(-c4ccc(F)cc4)c3n2)CC1
→ 8	2	-3.8	-28[fluorescence artefact?]	-14	1.1	-1	99*	1%[fluoresces]
Cc1cc(C(F)(F)F)nc(Nc2nc(C)c3ccccc3n2)n1
→ -4	-5	-2.0	2	-21	-1.1	0	-9	2%
CCOc1ccccc1-n1c(COc2ccccc2)nnc1SCC(N)=O
→ 15	1	-3.6	2	-1	0.2	-1	2	9%
Cc1ccc(CNC(=O)C2CCCN(S(C)(=O)=O)C2)cc1 (centres undefined)
→ -12	5	0.4	12	4	1.1	3	-19	2%
CCOc1cc2c(cc1OCC)C(C(=O)O)C(c1cc(OC)c(OC)c(OC)c1)N(C)C2=O (centres undefined)
→ 16	-16	-0.9	-1	-4	0.0	-12	-16	11%
CCCN1CN(Cc2ccco2)c2nc3ccccc3n2C1
→ 12	-10	-1.3	-7	22	-0.3	-7	-6	5%

Whole records, quoted from the list. Order of values: SF-1 act, 5HT1a antag, HTR1A agonist, MMP-13 inhibitor, RORa activator, HTR1E agonist, 5HT1E antag, Ecoli tolC, NADH enzymes
CN1CCN(S(=O)(=O)c2ccc(NC(=O)c3ccc(Br)s3)cc2)CC1 across the screens: 17, -1, -3.1, 4, 3, 0.6, 7, 17, 4%
COC(=O)c1sc2nc3c(cc2c1N)C(=O)CC(C)(C)C3 across the screens: 11, -16, -1.1, -4, -11, 0.9, -15, -10, 3%
CCOC(=O)N1CCC(c2cc(=O)n3[nH]c(C)c(-c4ccc(F)cc4)c3n2)CC1 across the screens: 8, 2, -3.8, -28[fluorescence artefact?], -14, 1.1, -1, 99*, 1%[fluoresces]
COc1ccc(C2C(C(=O)N3CCN(c4ccccc4)CC3)c3ccccc3C(=O)N2C)cc1 (centres undefined) across the screens: -10, 12, 0.6, 8, -14, -0.3, 5, 5, 6%

Next part.
Under each structure – SF-1 act	5HT1a antag	HTR1A agonist	MMP-13 inhibitor	RORa activator	HTR1E agonist	5HT1E antag	Ecoli tolC	NADH enzymes
COc1ccc(CNC(=O)C2CCCN(c3nc4ccccc4o3)C2)c(OC)c1 (centres undefined)
→ -1	16	-0.3	-2	-2	0.3	-3	4	7%
O=C(Nc1ccc(Cl)cc1)N1CCC(c2nc(-c3ccc(F)cc3)no2)CC1
→ -1	47*	-1.9	2	-22	-0.5	22	72*	4%
CC(=O)Nc1nc(C)c(Cc2ccccc2)c(=O)[nH]1
→ -1	-6	0.1	-5	-1	0.5	1	1	3%
COC(=O)c1ccc(Cn2nnc3c(sc4nc(N5CCOCC5)c5c(c43)CCCC5)c2=O)o1
→ -16	nt	0.6	-3	10	0.5	3	-2	4%
CCOC(=O)CCn1nc(-c2ccccc2)cc1N
→ 25	-3	-2.4	4	8	-0.4	-4	-9	8%
COc1ccc(C2CC(=O)Nc3ccccc3S2(=O)=O)cc1OC (centres undefined)
→ -7	-8	-2.8	1	8	-0.6	-2	-11	6%
Cc1ccc2oc(=O)c3cnn(CC(=O)NC4CCN(Cc5ccccc5)CC4)c3c2c1
→ -13	5	-0.1	2	12	0.1	-9	-4	14%
COc1ccc(CCNC(=O)CCNS(=O)(=O)c2cccc3nsnc23)cc1OC
→ -8	4	-1.4	2	20	-1.2	-2	-3	1%
COc1ccc(N2CCN(S(=O)(=O)c3cccs3)CC2)cc1
→ 4	-3	26*	-2	6	0.2	2	-1	6%
CC(=O)C1=C(C)NC(=O)NC1c1cccc(O)c1 (centres undefined)
→ 12	0	-3.0	-4	-5	0.1	-5	-4	3%
COC(=O)c1ccc(COC(=O)c2c(C)nn(Cc3ccccc3Cl)c2Cl)o1
→ -8	-1	-2.2	4	13	-0.7	17	46	3%
CCCSc1nnc(NC(=O)Nc2ccccc2)s1
→ 53*	nt	2.5	-4	37	-0.2	0	12	4%
CC(C)(C)c1nc(CN2CCCCC2)cc(CN2CCCCC2)c1O
→ 13	-15	0.2	4	-13	-0.2	-9	8	4%
CCOC(=O)c1sc(N)nc1-c1ccccc1
→ 0	-3	-1.6	-2	0	0.4	14	-8	4%
CCOC(=O)c1c(C(C#N)C#N)cc(C)nc1C
→ 2	nt	0.3	-1	-20	-0.1	-5	12	7%
CCn1c(SCC(=O)Nc2nccs2)nnc1-c1ccccc1
→ -9	-5	-0.6	-2	-4	0.2	4	0	1%
COc1cccc2c(=O)n(CC(=O)N3CCN(c4ccccc4)CC3)ccc12
→ -25	2	-1.6	-3	16	-0.2	6	-24	6%
O=C1CC(NCc2ccc3c(c2)OCO3)C(=O)N1CCc1ccccc1 (centres undefined)
→ -5	8	-5.3	1	7	-2.0	12	9	8%
O=C(CSc1nnc(CNC(=O)c2c(F)cccc2Cl)o1)NCc1ccc2c(c1)OCO2
→ 10	4	-5.8	1	3	0.1	0	-11	6%
COc1cccc(S(=O)(=O)Nc2ccc(C(=O)N3CCN(C(=O)c4ccco4)CC3)cc2)c1
→ 0	-18	0.7	2	-13	0.5	2	3	5%
CC1(C)CC(=O)C=C(Nc2ccccn2)C1
→ 12	-8	-4.1	2	-2	0.9	-2	-8	14%
O=c1cc(O)c2c(=O)[nH]c(=O)n(-c3ccccc3)c2[nH]1
→ 6	-4	-0.9	-1	-14	-0.8	-1	-7	10%
CCOc1ccc(C(=S)N2CCOCC2)cc1
→ -6	11	-2.0	1	6	-1.5	0	-4	2%
O=C1CS/C(=C/C(=O)c2ccccc2)N1
→ -7	12	-2.2	-6	18	-0.3	5	-8	5%
CCCn1c(NC(=O)c2ccccc2)nc2ccccc21
→ 12	34	-0.3	-2	22	-0.1	-10	55	2%
COC(=O)NCC(c1cccnc1)N1CCN(c2ccccc2F)CC1 (centres undefined)
→ -5	6	-3.5	-3	13	-0.3	1	-4	5%
Cc1ccc(NC(=O)c2ccccc2)s1
→ 3	-1	-2.3	2	39	-0.2	3	55	4%
COc1cccc(C2C(C(=O)NCc3ccccc3)=C(C)Nc3ncnn32)c1 (centres undefined)
→ -5	13	0.8	-2	-3	-1.0	2	-8	5%
CCC(C(=O)Nc1nnc(-c2ccco2)s1)c1ccccc1 (centres undefined)
→ -4	3	-1.1	-11	-30	1.4	-4	-2	4%
O=C1N=C(N2CCOCC2)CS1
→ 2	-3	-2.0	0	-19	-0.3	0	-3	3%
O=C(C1=C(O)C(=O)N(CCN2CCOCC2)C1c1ccccn1)c1cccs1 (centres undefined)
→ 17	-6	-0.1	5	-3	-0.1	6	-15	0%
Cc1cccc2cc(CN(CCCO)C(=O)Nc3cccc(Cl)c3)c(=O)[nH]c12
→ -14	-2	1.7	4	-14	0.7	-2	54	6%
COc1cc(-c2cccs2)cc(=O)c2c(C)oc(C)c12
→ -12	6	-0.5	-1	-21	-0.1	-1	-4	3%
CCOC(=O)CNC(=O)C(=O)c1c(O)[nH]c2ccccc12
→ -5	5	-2.3	3	5	-1.2	-3	-9	9%
CCCC(=O)Nc1ccc(N2CCN(C(=O)c3cccs3)CC2)cc1
→ 4	7	-0.6	-1	13	-1.6	-3	-5	8%
CCOC(=O)Nc1ccc2c(C)cc(=O)oc2c1
→ 56*	-6	-2.9	-368[fluorescence artefact?]	53*	1.1	0	7	9%[fluoresces]
CN(c1cccc(NC(=O)c2ccccc2N(C)S(C)(=O)=O)c1)S(C)(=O)=O
→ -17	14	0.1	6	-2	0.3	-6	-9	1%
CCOC(=O)c1c(N)sn(-c2ccccc2)c1=S
→ 6	-6	-5.1	-5	-18	-0.7	-4	-5	4%
Cc1ccccc1Cn1nc(C)c(NC(=O)c2cc3nc(-c4ccco4)cc(C(F)(F)F)n3n2)c1C
→ -21	-32	3.9	-10	12	1.8	6	19	12%

Among those listed so far, these have a CF3 group.
Under each structure – SF-1 act	5HT1a antag	HTR1A agonist	MMP-13 inhibitor	RORa activator	HTR1E agonist	5HT1E antag	Ecoli tolC	NADH enzymes
Cc1cc(C(F)(F)F)nc(Nc2nc(C)c3ccccc3n2)n1
→ -4	-5	-2.0	2	-21	-1.1	0	-9	2%
Cc1ccccc1Cn1nc(C)c(NC(=O)c2cc3nc(-c4ccco4)cc(C(F)(F)F)n3n2)c1C
→ -21	-32	3.9	-10	12	1.8	6	19	12%
